TCR activator: Activators of T cell receptors: qHTS campaign; primary human leukocytes, anti-CD3, IL-2 HTRF, 48 h; Potency, µM (titrated, usually from 9.22 µM), without a hit: at the top dose activation of IL-2 secretion, actives largely listed as activators; 330,000 tested, under 10 active; also: % of control where 0% means no effect
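Readout: HTRF IL-2, Eu-cryptate/d2 antibody pair, 320nm excitation, 665nm emission. Stimulus: a-CD3 beads, no co-stimulation. Cells: primary human leukocytes. Exposure: 48 hr with compound.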
A-T KAP1 phos: qHTS Assay for Identifying a Potential Treatment of Ataxia-Telangiectasia; […] A-T fibroblasts, KAP-1 phosphorylation AlphaLISA; neocarzinostatin DNA damage 30 min before lysis; Potency, µM (titrated, usually from 57.5 µM), for the others: at the top dose activation, usual class: activators; 320,000 compounds, 0.19% hits; also: potency is read from the fitted curve at half-maximal effect; % of control where 0% means no effect; nearly all actives have a fitted effect of over 45% in size
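ATM-like activity read as KAP-1 phosphorylation via AlphaLISA donor/acceptor antibody pairs after lysis and 6 hr at 25C. Cells were ATM-null patient fibroblasts ([…], hTERT), dosed 60 min, then exposed to the DSB inducer NCS for 30 min.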
Eya2 inh: qHTS Assay for Inhibitors of the Phosphatase Activity of Eya2; AID 488837, 2010; Protein phosphatase EYA2 (Homo sapiens), O00167; 330,000 compounds, 0.006% hits; recombinant Eya2, OMFP fluorescence dephosphorylation (OMFP is methylfluorescein phosphate); Potency, µM (top dose mostly 76.9 µM), for inactives: at the top dose activity, negative = inhibition, hits mostly inhibitors; also: potency is read from the fitted curve at half-maximal effect; % is scaled to controls: 0 for no effect and ±100 for the full control effect
Target sequence (O00167 whole entry, looked up): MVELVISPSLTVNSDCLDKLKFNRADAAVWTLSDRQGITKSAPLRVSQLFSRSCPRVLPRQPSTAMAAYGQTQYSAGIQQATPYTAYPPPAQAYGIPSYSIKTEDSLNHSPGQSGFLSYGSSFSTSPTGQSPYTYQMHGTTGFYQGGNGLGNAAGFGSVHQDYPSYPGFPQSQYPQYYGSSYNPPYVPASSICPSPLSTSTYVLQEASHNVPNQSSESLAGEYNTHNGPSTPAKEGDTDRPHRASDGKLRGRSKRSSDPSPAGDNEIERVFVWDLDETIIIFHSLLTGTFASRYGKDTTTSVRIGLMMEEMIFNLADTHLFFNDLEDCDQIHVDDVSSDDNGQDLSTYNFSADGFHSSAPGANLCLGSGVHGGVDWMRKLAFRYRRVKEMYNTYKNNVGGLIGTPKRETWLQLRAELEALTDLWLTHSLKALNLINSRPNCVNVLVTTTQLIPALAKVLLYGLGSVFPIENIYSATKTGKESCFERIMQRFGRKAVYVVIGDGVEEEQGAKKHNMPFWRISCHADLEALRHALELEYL
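Eya2 protein (added as 0.2 uM solution) was preincubated with compound for 10 min at ambient temperature in 50 mM HEPES pH 7.5, 50 mM NaCl, 5 uM MgCl2, 0.05% BSA, 1 mM DTT. OMFP (added at 50 uM) then reacted 10 min; fluorescence read at 485/525 nm.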
ELG1 DNA repair: qHTS screen for small molecules that inhibit ELG1-dependent DNA repair in human embryonic kidney (HEK293T) cells expressing luciferase-tagged ELG1; Potency, µM (highest dose often 46.1 µM), for the others: at the highest dose activity change, negative = inhibition, actives largely listed as inhibitors; HEK293T ELG1-luciferase reporter, luminescence, 16 h; DNA damage induced by 5-fluorouridine; 330,000 compounds, 2.3% hits; also: potency is read from the fitted curve at half-maximal effect; % is scaled to controls: 0 for no effect and ±100 for the full control effect; nearly all actives have a fitted effect of over 55% in size
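Luminescence from the luciferase reporter, measured 30 min after ONE-Glo reagent at room temperature, was the read-out. Beforehand, 2,000 cells per well were exposed for 16 hr at 37 °C to 5-fluorouridine together with compound or vehicle.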
a7 integrin act: qHTS for Activators of Integrin-Mediated Alleviation for Muscular Dystrophy; Potency, µM (series often up to 38.3 µM), inactives show top-dose activation, actives largely listed as activators; alpha7betagal myoblasts, beta-gal FDG fluorescence, 48 h; 350,000 compounds, 0.064% hits;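 also: potency is read from the fitted curve at half-maximal effect; 100% = response of the positive control SU9516; nearly all actives have a fitted effect of over 60% in size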
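alpha7betagal+/- myoblasts (passage 13, 250/well) treated 48 h at 37C with compounds at 1:260 dilution of DMSO stock. Lysed, then beta-galactosidase activity read as FDG fluorescence (ex 480/em 540) after 30 min, with pre-read for autofluorescence.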
TSG101-PTAP inh: qHTS Assay for Iinhibitors of HIV-1 Budding by Blocking the Interaction of PTAP/TSG101; Potency, µM (series often up to 115 µM), without a hit: at the highest dose activity change, negative = inhibition, hits mostly inhibitors; 340,000 tested, under 10 active; Tumor susceptibility gene 101 protein (Homo sapiens), Q99816; Fluorescence polarization, FITC-PTAP peptide / Tsg101 binding; active = well fitted inhibition curve with a large enough effect in the main read-out, with a control signal flat, not every such curve was filed as active; inconclusive = small, poorly fitted or top-dose-only effect, or effect the other way, or a change in a side signal; inactive = no such curve, though single readings can be large or run the other way; also: potency is read from the fitted curve at half-maximal effect; % of control where 0% means no effect
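Compounds were pin-transferred onto Tsg101 binding domain (10 uM final) in HEPES pH 7.5 buffer, then FITC-PTAP peptide was added at 50 nM final. After 20 min at RT, polarization reported peptide displacement across a qHTS concentration series.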
Mito fusion yeast: qHTS Assay for Small Molecule Inhibitors of Mitochondrial Division or Activators of Mitochondrial Fusion. 320,000 compounds, 0.23% hits. S. cerevisiae fusion-defective mutant growth rescue, CellTiterGlo 48 h. Potency, µM (series often up to 46.1 µM), inactives show at the top dose growth rescue (activation), usual class: activators;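 also: potency is read from the fitted curve at half-maximal effect; % of control where 0% means no effect; nearly all actives have a fitted effect of over 45% in size; temperature-sensitive fusion mutants such as fzo1-1 at 37 °C on non-fermentable ethanol glycerol medium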
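Yeast fusion mutant, YPEG (non-fermentable carbon), compound, 48 h at 37C non-permissive; CellTiterGlo added, 10 min RT, luminescence read. Rescued growth = division inhibition.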
ASM inhibitor: Inhibitors of Secretory Acid Sphingomyelinase (S-ASM): qHTS | placental ASM, HMU-PC fluorogenic substrate, 60 min | Potency, µM (top dose mostly 57.5 µM), for inactives: top-dose activity change, negative = inhibition, usual class: inhibitors | 340,000 compounds, 0.006% hits | AID 504937, 2011; also: potency is read from the fitted curve at half-maximal effect
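Steps: dispense placental human ASM, pin compound, wait 10 min at room temperature, add HMU-PC0 substrate at 9 uM final, incubate 60 min at 37 °C, add stop solution raising pH to 10, read fluorescence.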
Tb PFK inh: qHTS Assay to Find Inhibitors of T. brucei phosphofructokinase; ATP-dependent 6-phosphofructokinase (Trypanosoma brucei brucei), O15648; T. brucei PFK, ADP-Glo luminescence; Potency, µM (highest dose often 57.5 µM), for the others: at the highest dose activity, negative = inhibition, usual class: inhibitors; 330,000 compounds, 0.17% hits;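 also: potency is read from the fitted curve at half-maximal effect; 0% = uninhibited 1x PFK enzyme wells and -100% = no-enzyme wells; nearly all actives have a fitted effect of over 60% in size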
Target sequence (O15648 whole entry, looked up): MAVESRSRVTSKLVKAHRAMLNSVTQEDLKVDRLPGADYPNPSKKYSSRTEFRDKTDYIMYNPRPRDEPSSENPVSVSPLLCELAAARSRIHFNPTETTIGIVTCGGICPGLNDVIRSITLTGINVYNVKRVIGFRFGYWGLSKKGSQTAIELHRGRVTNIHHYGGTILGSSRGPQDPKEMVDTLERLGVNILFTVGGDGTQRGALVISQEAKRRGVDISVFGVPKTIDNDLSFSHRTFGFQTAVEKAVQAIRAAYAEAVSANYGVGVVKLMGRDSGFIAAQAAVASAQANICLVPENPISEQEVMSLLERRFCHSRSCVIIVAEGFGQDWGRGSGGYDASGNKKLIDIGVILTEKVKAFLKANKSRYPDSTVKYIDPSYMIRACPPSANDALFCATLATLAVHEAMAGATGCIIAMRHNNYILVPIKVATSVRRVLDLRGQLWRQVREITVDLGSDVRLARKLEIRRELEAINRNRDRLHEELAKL
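ADP-Glo luminescence quantified ADP after 45 min at room temperature, with 1.25 nM T. brucei PFK, 0.1 mM ATP and 0.5 mM fructose-6-phosphate in pH 8.0 TEA buffer. qHTS titrations up to 57 µM; curves classified by quality.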
Chronic BCR inh: qHTS Assay to Find Inhibitors of Chronic Active B-Cell Receptor Signaling. ABC-DLBCL IkBa-CBG/CBR reporter, luminescence ratio, 4 h. Potency, µM (series often up to 46.1 µM), for inactives: at the top dose ratio change, negative = lower green/red ratio, actives largely listed as inhibitors. 340,000 compounds, 0.05% hits. AID 493014, 2011; active = well fitted inhibition curve with a large enough effect in the signal ratio, with a control signal flat, not every such curve was filed as active; inconclusive = small, poorly fitted or top-dose-only effect, or effect the other way, or a change in a side signal; the % refers to the signal ratio;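 also: potency is read from the fitted curve at half-maximal effect; plate controls were basal doxycycline-induced cells for no effect and cells given 10 µM MG132 for full effect; MG132 reads +100%, hits lower the ratio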
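TMD8 ABC-DLBCL cells carrying doxycycline-inducible green luciferase fused to IkappaBalpha plus unfused red luciferase were exposed to compounds (up to 46 uM) for 4 hrs at 37C. Activity came from the overlap-corrected green/red luminescence ratio.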
TSHR antag: Antagonists of the Thyroid Stimulating Hormone Receptor: HTS campaign; 330,000 compounds, 0.2% hits; TSHR-expressing cells, TSH-stimulated cAMP HTRF, 2 h; stronger effect = lower value; activity change, negative = inhibition, % at 11.5 µM; AID 504810, 2011;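 active = activity change below a set negative limit, meaning inhibition stronger than a set level, cut at about -70% in these data; inconclusive = activity change between two set negative limits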; also: % is scaled to controls: 0 for no effect and ±100 for the full control effect
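Read-out is FRET at 665 nm (cryptate excitation 337 nm) from a cryptate-tagged anti-cAMP antibody, competed by cell cAMP against cAMP-d2. Compounds are tested on freshly harvested TSHR cells challenged with 4nM TSH (EC80) for 2 hours at 37 deg C.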
The depositor's hits bear a star; ? = inconclusive; . = not tested or not shown; [ ] = another dose, or the depositor's remark. Unless noted, calls follow the shape of the dose curve; as a rule, active = well fitted curve in the direction sought with a large enough effect; inconclusive = small, poorly fitted or top-dose-only effect, or another doubt; inactive = no such curve, though single readings can be large; an effect the other way counts as inactive or inconclusive.

SMILES	TCR activator	A-T KAP1 phos	Eya2 inh	ELG1 DNA repair	a7 integrin act	TSG101-PTAP inh	Mito fusion yeast	ASM inhibitor	Tb PFK inh	Chronic BCR inh	TSHR antag
CCOC(=O)c1c(CSc2ccccc2)n(C)c2cc(Br)c(O)c(CN(C)C)c12	-3.7%	-0.3%	1.6%	6.1%	-53.0%[inhibitor]	-4.0%	2.1%	-2.9%	1.4%	?	-11.4
COc1ccc(NS(=O)(=O)c2cccc(C(=O)N/N=C/c3ccc4c(c3)OCCO4)c2)cc1	-0.3%	-0.4%	14.4%	7.0%	14.7%	-2.5%	-0.4%	3.1%	-0.5%	-2.3%	4.9
CCOc1ncccc1C(=O)Nc1ccc2c(c1)OCCO2	2.9%[46.1 µM]	14.8%	-4.5%	?	9.3%	0.5%	.	-2.9%	-0.1%	3.3%	-5.6
O=S(=O)(c1cccc2cccnc12)N1CCN(c2ccccn2)CC1	2.5%	-0.9%[11.5 µM]	5.2%	-0.3%	4.3%	0.5%	-3.2%	-0.3%	1.4%	?	-7.0
CCc1nnc(NC(=O)c2ccc(S(=O)(=O)N3CCN(Cc4ccccc4)CC3)cc2)s1	2.8%	3.3%	9.6%	-2.3%	3.9%	0.0%	-0.3%	1.3%	-3.5%	-0.9%	-2.6
Cn1nc(-c2ccc(Cl)cc2)c2cc(C(=O)N3CCCC3)sc21	-3.2%	15.1%	-13.4%	?	-53.6%[inhibitor]	-0.1%	16.1%	-1.0%	-5.7%	-0.6%	-11.7
CCOC(=O)c1cnn(-c2nc(CC)nc3sc4c(c23)CCC4)c1N	7.5%	8.0%	-1.8%	8.6%	3.8%	-2.5%	-2.4%	1.9%	-1.4%	-1.1%	-11.1
Cc1ccc(C(=O)N2CC(=O)Nc3ccc(F)cc3C2c2ccc(F)cc2)cc1 (stereo not drawn)	5.7%	7.4%	-3.8%	-2.9%	3.5%	-4.9%	-16.0%	5.1%	-1.0%	-5.0%	-7.4
CC(C)c1ccc(/C=N/NC(=O)c2c(Cl)cnn2C)cc1	1.5%[46.1 µM]	7.0%	-16.2%	?	-24.5%	-1.2%	6.1%	-2.1%	1.5%	?	-3.8
COC(=O)c1cccc(NC(=O)c2cccs2)c1C	-5.1%	-0.2%	3.8%	?	?	-1.5%	-3.3%	2.2%	1.1%	6.9%	7.7
CC(C)c1cccc(C(C)C)c1NC(=O)COC(=O)c1ccc2c(c1)S(=O)(=O)c1ccccc1C2=O	0.2%[46.1 µM]	-0.4%	-2.5%	18.4%	-16.5%	-9.1%	-2.2%	8.9%	-2.5%	4.2%	18.7
Cc1ccc(N2C(=O)SC(N(CC(=O)O)c3ccc(C)cc3)C2=O)cc1 (stereo not drawn)	4.3%	-3.2%	0.3%	7.6%	-2.1%	1.1%	10.2%	5.3%	-6.8%	?	2.7
COc1cc(/C=C(\C#N)C(=O)Nc2cccc(C(=O)O)c2)ccc1OCc1ccc(C)cc1	-2.9%	-4.1%	-4.7%	?	0.5%	-4.2%	-7.9%	-0.4%	-6.9%	14.6%	-16.9
CCCCCCCc1nc2nc(C)c(Br)c(=O)n2[nH]1	14.7%	?	6.3%	0.0%	42.6%	-10.3%	8.6%	6.4%	3.0%	?	-4.0
CCCN(C(=O)CSCc1ccc(Cl)cc1)c1c(N)n(Cc2ccccc2)c(=O)[nH]c1=O	-3.5%	-2.4%	-20.0%	3.1%	14.0%	1.5%	-4.7%	54.5%[activator]	-1.2%	0.3%	5.2
COC(=O)[C@]1(Cc2ccccc2)N[C@H](CN(C)C(=O)c2ccc(F)cc2)[C@@H]2C(=O)N(C)C(=O)[C@@H]21	-5.2%	?	1.2%	-2.3%	19.1%	-10.2%	.	-4.9%	0.0%	-0.5%	53.8
Cc1ccccc1Nc1nnc(SCC2CCCCO2)s1 (stereo not drawn)	0.6%[46.1 µM]	6.0%	4.4%	?	9.4%	-9.2%	0.0%	-1.1%	0.5%	?	2.2
Cn1cnc(NCc2ccccc2)c1[N+](=O)[O-]	0.4%	9.5%	-23.7%	?	30.9%	1.5%	-0.1%	-4.4%	-2.8%	-1.4%	4.7
Cc1nc2c(nnn2Cc2ccccc2)c(=O)[nH]1	4.2%	0.7%	-2.2%	2.3%	-9.2%	-1.9%	4.9%	13.5%	-8.7%	2.1%	9.3
COc1ccc(C(=O)NC23CC4CC(CC(C4)C2)C3)cc1	3.9%	-17.1%	2.5%	?	6.9%	-2.4%	14.0%	-0.6%	-2.5%	-1.0%	-5.4
Cc1c(C(=O)N2CC(C)OC(C)C2)sc2nc(-c3ccccc3)cn12 (stereo not drawn)	.	0.6%	6.0%	?	.	.	4.4%	.	-1.2%	4.9%	12.6
Cc1ccc(Nc2ncc3c(n2)CC(C)CC3=O)c(C)c1 (stereo not drawn)	-3.8%	-13.9%	-5.1%	?	30.1%	-1.1%	7.9%	0.0%	-3.8%	-2.3%	-1.1
COc1ccc2cc(C(c3nnnn3C3CCCC3)N3CCc4ccccc4C3)c(=O)[nH]c2c1 (stereo not drawn)	3.3%	7.4%	-6.7%	-9.3%	1.5%	-6.6%	4.7%	61.8%[activator]	-3.6%	2.8%	-10.4
COc1ccccc1/C=C/C(=O)NNC(=O)c1cc(C)oc1C	5.2%	0.7%	-7.7%	?	16.8%	-2.3%	9.7%	3.0%	-1.2%	?	-4.2
Cc1ccc(NC(=O)C2CC(c3ccc(F)cc3)=NO2)cc1 (stereo not drawn)	3.0%	-8.9%	-3.0%	4.8%	6.1%	-1.1%	-2.7%	1.0%	-0.4%	1.5%	6.1
Cc1nc(C)c(-c2csc(Nc3ccc(F)cc3)n2)s1	-4.0%	0.4%	-2.9%	?	-25.6%	-6.2%	0.4%	-18.3%	0.6%	?	-23.2
CN1C(=O)CSc2ccc(NC(=O)NCc3ccccc3)cc21	-1.2%	7.2%	-4.3%	11.5%	0.4%	-4.7%	0.5%	-0.1%	-5.4%	?	29.5
Cc1nc(NC(=S)Nc2ccccc2)sc1C	0.7%	-7.1%	-6.4%	?	?	-2.7%	-9.4%	-0.9%	-2.1%	?	5.8
O=C(CSc1nnc(-c2ccc(F)cc2)n1-c1ccccc1)NCCN1C(=O)CSC1=O	0.2%[46.1 µM]	7.5%	-6.0%	19.7%	-5.7%	-4.8%	-1.9%	2.3%	0.2%	2.1%	-2.0
CCOC(=O)C1=C(Cn2ccc(C(F)(F)F)n2)NC(=O)NC1c1ccc2c(c1)OCO2 (stereo not drawn)	6.1%	4.6%	-16.0%	?	-18.1%	-4.8%	-1.9%	-13.7%	1.6%	-23.6%	-0.1
CCOC(=O)c1oc2c(c1C)/C(=N/O)CCC2	0.4%	10.5%	-8.0%	?	-18.0%	-8.4%	0.6%	4.5%	2.1%	-0.8%	-38.1
Nc1cccc(C(=O)Nc2ccccc2Cl)c1	-2.6%	-4.0%	-2.1%	?	-3.1%	-1.0%	-4.3%	2.0%	-0.7%	-4.3%	-0.7
